# TIM10 inh – growth inhibitors of TIM10 yeast strain | S. cerevisiae TIM10 strain growth, BacTiter-Glo luminescence, 24 h | inhibition, % at 10 µM | actives 1.4% (n = 330,000) | AID 463195;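 active = inhibition of 40% or more at the single tested concentration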;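 note: wild-type TIM10 isogenic control strain grown at permissive 25 °C; 0% = DMSO yeast wells and 100% = minimal medium wells without yeast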
# UPR CHOP act – apoptotic UPR (CHOP) activation | CHO-CHOP luciferase reporter, luminescence; percent of tunicamycin response over DMSO baseline | activation, % at 10 µM | actives 0.34% (n = 330,000);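 active = at 10 µM dose, activation of 40% or more, normalized to positive control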;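 note: 100% = tunicamycin at 10 µg/mL and 0% = DMSO alone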
#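 assay system = CHO CHOP reporter cells | amount = 500 CHO-CHOP cells per well | buffer or medium = F12 with 10% FBS | incubation = 16-18 h cell attachment, then 6 h compound exposure, 37 °C | detection = luminescence read with Steady-Glo | read-out = percent activation relative to tunicamycin control | controls = tunicamycin high control, DMSO low control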
# APJ agonist – activates the human apelin receptor APJ. activation, % at 20 µM. AID 2520. CHO-K1 APJ PathHunter beta-arrestin, luminescence; 0% DMSO wells, 100% apelin. P35414. actives 0.11% (n = 330,000);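 active = activation more than six SD over the plate average, tested at 20 µM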;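 note: 0% = DMSO alone and 100% = apelin-13 at 10 nM; some results filed as inactive read as strong as hits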
# Target sequence (P35414 whole entry, looked up): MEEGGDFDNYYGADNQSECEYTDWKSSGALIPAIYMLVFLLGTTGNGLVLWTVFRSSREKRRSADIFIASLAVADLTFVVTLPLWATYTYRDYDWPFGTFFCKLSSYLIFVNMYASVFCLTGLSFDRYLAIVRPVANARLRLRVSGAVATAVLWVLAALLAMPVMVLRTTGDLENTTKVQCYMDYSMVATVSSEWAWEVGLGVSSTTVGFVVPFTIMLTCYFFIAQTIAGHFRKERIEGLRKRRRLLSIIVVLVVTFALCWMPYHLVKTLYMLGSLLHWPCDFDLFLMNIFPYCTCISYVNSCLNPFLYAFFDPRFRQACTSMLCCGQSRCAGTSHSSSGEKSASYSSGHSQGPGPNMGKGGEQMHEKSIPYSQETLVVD
#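 Test system: CHO-K1 APJ beta-arrestin complementation cell line | Compound: Single test compound dose, 20 µM final, 1% DMSO | Incubation: Compound 90 min 25 °C, reagent 1 h | Measured by: beta-gal luminescence | Read-out basis: APJ–arrestin association signal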
# APJ antag – blocks the human apelin receptor APJ | P35414 | CHO-K1 APJ beta-arrestin complementation, luminescence | inhibition, % at 20 µM | actives 0.32% (n = 330,000) | AID 2521;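 active = inhibition above about 40% at 20 µM, limit read from the data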;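 note: cells challenged with 10 nM apelin-13 agonist together with compound; plate controls were apelin-13 plus DMSO wells for no effect and DMSO wells lacking apelin-13 for full effect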
# tim23-1 inh – tim23-1 yeast growth inhibition; S. cerevisiae tim23-1 growth, BacTiter-Glo luminescence, 24 h; inhibition, % at 20 µM; actives 1.3% (n = 330,000);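 active = growth inhibition of the mutant yeast at or above 50%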;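 note: temperature-sensitive mutant grown at 25 °C; plate controls were DMSO-treated mutant yeast for no effect and medium wells lacking yeast for full effect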
# CXCR6 block – blocks human CXCR6 beta-arrestin recruitment; inhibition, % at 20 µM; actives 0.36% (n = 360,000); O00574; CHO-K1 PathHunter CXCR6 beta-arrestin, luminescence; in the data active = inhibition above about 34%, passing the limit was not always enough;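 note: antagonist mode with CXCL16 agonist at 10 nM final; 0% = 10 nM CXCL16 with DMSO and 100% = unstimulated wells without agonist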
# XBP1 UPR activ – adaptive UPR (XBP1) activation | CHO-XBP1 luciferase reporter, IRE1-XBP1 UPR activation, luminescence; percent of tunicamycin response, DMSO as zero | AID 463104 | actives 0.33% (n = 330,000) | activation, % at 20 µM;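 active = versus positive control, 20 µM dose yields 30% or more activation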;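 note: 100% = tunicamycin at 10 µg/mL and 0% = DMSO only wells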
#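 Material: CHO cell line with stable XBP1 luciferase reporter; buffer or medium: F12 medium containing 10% fetal bovine serum; compound: single point, 20 µM final compound, 1% DMSO; incubation: 6 h treatment, 37 °C; measured by: glow luminescence from Steady-Glo reagent; evaluation: activation, % of tunicamycin; control set: tunicamycin high, DMSO low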
# tim10-1 inh – inhibits growth of tim10-1 mutant yeast. S. cerevisiae tim10-1 ts strain growth, BacTiter-Glo, 24 h. inhibition, % at 20 µM. actives 2.2% (n = 330,000). AID 463190;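 active = inhibition of at least 40%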;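 note: mutant grown at 25 °C; 0% = DMSO wells with yeast and 100% = wells holding no yeast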
# Mdm2-MdmX inh – human Mdm2/MdmX binding inhibition; O15151+Q00987; inhibition, % at 8 µM; actives 3% (n = 330,000); SaOS-2 split-luciferase Mdm2/MdmX complementation, luminescence;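 active = inhibition of at least 50% at 8 µM in the primary screen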
# * hit, by the source's call. An excerpt. The share of hits here may be higher or lower than overall.
entry	canonical_smiles	APJ antag	CXCR6 block	TIM10 inh	XBP1 UPR activ	UPR CHOP act
1	CC(C)NC(=O)CSc1nnc(-c2ccco2)n1N	8.8	0.4	2.6	-1.8	-0.8
2	CCOc1ccc(-c2cc(C(=O)NN=C3CCN(C)CC3)[nH]n2)cc1	-5.5	-4.5	-1.4	1.4	-0.9
3	CC(=O)c1cccc(NC(=O)c2csc(-n3nc(C)cc3C(F)(F)F)n2)c1	-2.5	-2.0	12.4	2.1	0.3
4	CCC(Sc1nc(C)cc(=O)[nH]1)C(=O)Nc1nc(-c2ccccc2)cs1 (stereo unspecified)	12.6	-6.0	-7.8	2.0	-0.7
5	O=C(NCC(=O)N(CCN1CCOCC1)C(C(=O)NC1CCCC1)c1cccs1)c1ccco1 (stereo unspecified)	2.6	-8.1	4.5	-1.4	1.0
6	S=C(NC1CCCCC1)N1CCCCC1	-3.3	-7.8	-5.6	-5.6	-1.5
7	Cc1ccccc1N(C(=O)Cc1c[nH]c2ccccc12)C(C(=O)NC1CCCCC1)c1ccco1 (stereo unspecified)	-2.6	-1.1	1.8	5.7	2.0
8	COc1ccc(NC(=S)N2C3CCC2CC(NC(=O)NC24CC5CC(CC(C5)C2)C4)C3)c(OC)c1 (stereo unspecified)	-9.9	9.1	2.6	-3.8	-0.5
9	CCOc1ccc(Br)cc1S(=O)(=O)Nc1ccc(Cl)c(S(=O)(=O)N(C)C)c1	3.8	-4.2	7.2	-4.4	1.0
10	O=C(CCS(=O)(=O)Cc1ccccc1F)NCCc1ccc(Cl)cc1	-8.5	2.2	-12.4	1.4	0.4

entry	tim10-1 inh	Mdm2-MdmX inh	tim23-1 inh	APJ agonist
1	8.0	-16.4	-3.6	-0.6
2	0.1	30.5	-2.8	-2.1
3	17.3	-15.3	16.2	1.3
4	23.7	11.2	7.4	-4.3
5	7.5	14.0	8.0	-4.3
6	9.5	-7.5	2.4	-1.4
7	15.5	20.5	-8.6	-4.4
8	0.1	13.9	1.7	3.0
9	13.9	21.8	21.2	-4.0
10	1.2	21.0	9.7	-0.8

# Reformatted in transposed form: 2 of the compounds above
2. CCOc1ccc(-c2cc(C(=O)NN=C3CCN(C)CC3)[nH]n2)cc1
3. CC(=O)c1cccc(NC(=O)c2csc(-n3nc(C)cc3C(F)(F)F)n2)c1

Screen / compound no. | 2 | 3
APJ antag | -5.5 | -2.5
CXCR6 block | -4.5 | -2.0
TIM10 inh | -1.4 | 12.4
XBP1 UPR activ | 1.4 | 2.1
UPR CHOP act | -0.9 | 0.3
tim10-1 inh | 0.1 | 17.3
Mdm2-MdmX inh | 30.5 | -15.3
tim23-1 inh | -2.8 | 16.2
APJ agonist | -2.1 | 1.3

# Three compounds already listed, ordered by their value in tim10-1 inh, smallest number first.
no.	compound	APJ antag	CXCR6 block	XBP1 UPR activ	tim10-1 inh	Mdm2-MdmX inh	APJ agonist
1	CC(C)NC(=O)CSc1nnc(-c2ccco2)n1N	8.8	0.4	-1.8	8.0	-16.4	-0.6
6	S=C(NC1CCCCC1)N1CCCCC1	-3.3	-7.8	-5.6	9.5	-7.5	-1.4
7	Cc1ccccc1N(C(=O)Cc1c[nH]c2ccccc12)C(C(=O)NC1CCCCC1)c1ccco1 (stereo unspecified)	-2.6	-1.1	5.7	15.5	20.5	-4.4

# Next structures
entry	canonical_smiles	APJ antag	CXCR6 block	TIM10 inh	XBP1 UPR activ	UPR CHOP act
11	O=C(NC1CCCCC1)N1CCC(c2nc(-c3ccc(S(=O)(=O)N4CCCC4)cc3)no2)CC1	-30.0	-2.3	-4.9	-1.7	1.2
12	Cc1cc(C(=O)CSc2nc(N)cc(N)n2)c(C)n1C1CC1	-7.6	1.3	1.0	1.5	-0.8
13	Cc1cccc(-n2cc(C(=O)O)c(=O)cc2C)c1	7.8	0.0	-0.4	-2.5	-1.0
14	CC(NC(=O)COc1ccccc1)C(=O)NCc1ccccc1Cl (stereo unspecified)	0.6	1.6	-0.2	-0.4	-0.2
15	CCCCC(C(=O)O)C(C)CC(=O)NNC(=O)c1ccco1 (stereo unspecified)	-2.3	-0.3	6.3	0.8	-0.8

entry	tim10-1 inh	Mdm2-MdmX inh	tim23-1 inh	APJ agonist
11	3.0	36.7	4.0	-2.3
12	19.1	-23.9	12.3	1.7
13	7.8	-11.1	8.3	3.0
14	-4.9	-9.3	4.4	-1.6
15	-6.2	-0.1	7.4	-1.4

# Assay outcomes (PubChem BioAssay)
